From PubChem BioAssay
EPAC2 antagonist = qHTS for Antagonist of cAMP-regulated guanine nucleotide exchange factor 2 (EPAC2): primary screen; Potency, µM (doses to about 114 µM), for inactives: top-dose activity, negative = inhibition, usual class: inhibitors; AID 720708, 2013; EPAC2 GEF exchange of Rap1B-BODIPY-GDP, fluorescence; Rap guanine nucleotide exchange factor 4 (Homo sapiens), Q8WZA2; 0.18% of 360,000 active; also: potency is read from the fitted curve at half-maximal effect; % is scaled to controls: 0 for no effect and ±100 for the full control effect; nearly all actives have a fitted effect of over 45% in size; many of its hits are not listed in these tables
Target sequence (Q8WZA2 whole entry, looked up): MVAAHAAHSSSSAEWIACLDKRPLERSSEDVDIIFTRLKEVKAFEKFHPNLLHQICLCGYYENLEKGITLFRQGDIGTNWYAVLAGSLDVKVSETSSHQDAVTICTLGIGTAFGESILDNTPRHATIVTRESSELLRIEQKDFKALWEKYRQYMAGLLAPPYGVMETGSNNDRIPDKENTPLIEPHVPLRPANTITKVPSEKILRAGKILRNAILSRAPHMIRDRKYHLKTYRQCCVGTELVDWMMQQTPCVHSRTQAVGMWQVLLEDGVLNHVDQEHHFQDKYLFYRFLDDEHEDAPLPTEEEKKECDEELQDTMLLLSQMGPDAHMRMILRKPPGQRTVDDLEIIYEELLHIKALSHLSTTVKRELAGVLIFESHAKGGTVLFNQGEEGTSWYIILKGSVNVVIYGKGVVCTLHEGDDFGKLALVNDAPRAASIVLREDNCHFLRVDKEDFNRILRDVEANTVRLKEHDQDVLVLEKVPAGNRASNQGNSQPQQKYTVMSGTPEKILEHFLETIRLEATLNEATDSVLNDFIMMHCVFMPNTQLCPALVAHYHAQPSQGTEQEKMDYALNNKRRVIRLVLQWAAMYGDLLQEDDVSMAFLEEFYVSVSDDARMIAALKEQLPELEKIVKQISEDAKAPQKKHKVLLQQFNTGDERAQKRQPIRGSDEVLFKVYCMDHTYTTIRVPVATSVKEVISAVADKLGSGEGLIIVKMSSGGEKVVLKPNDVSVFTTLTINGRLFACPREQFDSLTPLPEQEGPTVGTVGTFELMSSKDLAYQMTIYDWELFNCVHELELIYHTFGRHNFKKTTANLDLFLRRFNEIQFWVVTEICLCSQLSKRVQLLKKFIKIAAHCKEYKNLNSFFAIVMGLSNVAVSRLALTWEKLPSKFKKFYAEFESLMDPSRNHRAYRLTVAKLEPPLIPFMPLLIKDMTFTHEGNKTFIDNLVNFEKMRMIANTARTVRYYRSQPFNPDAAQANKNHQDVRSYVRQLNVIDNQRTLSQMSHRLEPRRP
A549 tox = Nrf2 qHTS screen for inhibitors: counterscreen for cytotoxicity; A549 ARE-Fluc cells, CellTiter-Fluor viability, 18-24 h; Potency, µM (highest dose often 46 µM), without a hit: at the highest dose activity change, negative = cytotoxicity, usual class: inhibitors; 0.16% of 390,000 active; AID 504648, 2011; also: potency is read from the fitted curve at half-maximal effect; % is scaled to controls: 0 for no effect and ±100 for the full control effect
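Cytotoxicity counterscreen: CellTiter-Fluor fluorescence was measured in A549 ARE_Fluc cells after 18-24 h of compound exposure in a concentration series. The subsequent BugLite luminescent read reports ARE-luciferase activity.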
pAkt inh = HTS Assay for Inhibitors of Akt Phophorylation: Primary Screen; Neuro2A IGF-stimulated pAkt S473 HTRF, 20 min; active compounds read low; activity change, % for hits at 50 µM; 0.32% of 360,000 active; AID 651550, 2012; in the data active = activity change below about -80%; inconclusive = mostly about -51% to -80%; also: % is scaled to controls: 0 for no effect and ±100 for the full control effect
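Neuro2A cells in DMEM with 0.5% FBS, overnight at 37 deg C, given compound at single 50 µM final, then IGF (6 nM final) for 20 min at 37 deg C. Lysed; phospho-Akt Ser473 by HTRF after 24 h, 665/615 ratio.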
CCT chaperon mod = High-Throughput Screening for Modulators of Cytosolic Chaperonin Activity; AID 651819, 2012; purified chaperonin ATPase assay, HTRF ADP detection, 30 min; activity change, % (no concentration beside the values), hits read low; 0.3% of 360,000 active; in the data active = activity change below about -30%; also: % is scaled to controls: 0 for no effect and ±100 for the full control effect
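First, chaperonin was dispensed at 40 nM or 20 nM final depending on batch activity. Next, compounds were pinned at 76 uM and ATP added at 10 uM. After 30 min at 37 °C, ADP detection reagents ran 30 min at ambient temperature.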
Nrf2 activator = qHTS of Nrf2 Activators | AREc32 ARE-luciferase reporter (MCF7-derived line), luminescence, 24 h | Potency, µM (doses to about 46.1 µM), for inactives: at the highest dose activation, usual class: activators | 0.31% of 410,000 active; also: potency is read from the fitted curve at half-maximal effect; % of control where 0% means no effect; nearly all actives have a fitted effect of over 65% in size
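ARE-driven firefly luciferase activity in AREc32 cells measured after a 24 hr compound exposure at 37 deg C, using Steady-Glo reagent and a 30 min room-temperature hold.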
TGFb inhibitor = qHTS for Inhibitors of TGF-b; HepG2 CAGA-GFP TGF-b/SMAD3 reporter, GFP fluorescence, 18 h; TGF-beta stimulated, 500 pg/mL final; Potency, µM (titrated, usually from 46.1 µM), without a hit: at the highest dose activity, negative = inhibition, actives largely listed as inhibitors; 1.2% of 410,000 active; AID 588855, 2011; also: potency is read from the fitted curve at half-maximal effect; % is scaled to controls: 0 for no effect and ±100 for the full control effect; nearly all actives have a fitted effect of over 65% in size
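Per well, imaged GFP fluorescence of HEPG2 CAGA-GFP cells gives the signal; cells get compound, then TGF-beta (500 pg/mL final), 18 h at 37 degrees C; %Activity versus -TGF-beta and +DMSO controls.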
EPAC2 ag = qHTS for Agonist of cAMP-regulated guanine nucleotide exchange factor 4 (EPAC2): primary screen; Rap guanine nucleotide exchange factor 4 (Homo sapiens), Q8WZA2; EPAC2 activation, biochemical qHTS; response scale: 100% = 6.5 mM cAMP response; 0.079% of 360,000 active; AID 720711, 2013; Potency, µM (titrated, usually from 154 µM), without a hit: at the highest dose activation, hits mostly activators; also: potency is read from the fitted curve at half-maximal effect; nearly all actives have a fitted effect of over 50% in size
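Nucleotide exchange monitored as fluorescence drop when BODIPY-GDP leaves Rap1B. Reaction: 100 nM EPAC2, 250 nM RAP1B-BODIPY-GDP, 50 uM GDP, room temperature, kinetic read over 30 min. Activity expressed relative to 6.5 mM cAMP.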
Nrf2 inh = Nrf2 qHTS screen for inhibitors; AID 504444, 2011; 2.1% of 360,000 active; Potency, µM (series often up to 46 µM), for the others: at the highest dose activity change, negative = inhibition, most hits filed as inhibitors; A549 ARE-Fluc reporter, luciferase luminescence, 18-24 h; also: potency is read from the fitted curve at half-maximal effect; % is scaled to controls: 0 for no effect and ±100 for the full control effect; nearly all actives have a fitted effect of over 60% in size
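Quantitative HTS in A549 cells stably bearing an antioxidant response element-firefly luciferase construct. Inhibition of Nrf2-driven transcription was scored by luminescence after 18-24 h of compound exposure at 37 °C.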
Mm-Cpn inhibitor = Inhibitors of TCP-1 ring complex (TRiC) of Methanococcus maripaludis (MmCpn): qHTS | AID 504842, 2011 | Potency, µM (highest dose often 76.9 µM), without a hit: at the highest dose activity, negative = inhibition, usual class: inhibitors | 0.031% of 330,000 active | purified Mm-Cpn ATPase, ADP Transcreener TR-FRET; also: potency is read from the fitted curve at half-maximal effect; % is scaled to controls: 0 for no effect and ±100 for the full control effect; nearly all actives have a fitted effect of over 80% in size
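Quantitative HTS used 25 nM Mm-CPN and 10 uM ATP in magnesium/KCl Tris buffer, pH 7.4, with 1 mM DTT. Hydrolysis ran 30 min at 37°C; ADP was read by HTRF.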
An asterisk follows results filed as active; i = inactive; ? = inconclusive; . = no result given; & = joins results of further samples; [ ] = another dose, or the depositor's remark. Unless noted, calls follow the shape of the dose curve; as a rule, active = well fitted curve in the direction sought with a large enough effect; inconclusive = small, poorly fitted or top-dose-only effect, or another doubt; inactive = no such curve, though single readings can be large; an effect the other way counts as inactive or inconclusive.

SMILES	A549 tox	Mm-Cpn inhibitor	EPAC2 ag	pAkt inh	Nrf2 inh	EPAC2 antagonist	Nrf2 activator	TGFb inhibitor	CCT chaperon mod
CCC(=O)N1CCc2cc(Br)cc(S(=O)(=O)N(C)c3ccc(OC)cc3OC)c21	-6%	?	11%	i	-1%	-6%	0.5%	-1%	-1.9
CCc1ccc(C(C(=O)NC(C)(C)CC)N(Cc2ccco2)C(=O)Cn2nnc3ccccc32)cc1 (stereo not given)	1%	2%	-9%	i	-7%	-4%	0.9%	-18%	1.4
O=C(Nc1ccc(Cl)cc1)N1CCN(c2ncccn2)CC1	-7%	-4%	-2%	i	9%	-1%	-0.4%	-2%	-1.2
Cc1ccc(-n2c([C@@H]3C[C@H]3c3ccccc3)n[nH]c2=S)cc1	-4%	0%	-5%	i	20%	-1%	-0.7%	9%	0.1
CC(Oc1ccc(Cl)cc1Cl)C(=O)/C=C/N(C)C (stereo not given)	-9%	-3%	-3%	i	10%	3%[57.1 µM]	0.1%	26%	-2.6
N#Cc1c(NC(=O)COC(=O)c2ccc(O)cc2O)sc2c1CCC2	0%	-1%	9%	i	17%	-3%	0.1%	-1%	-2.5
NC(=O)c1nn(-c2cccc(Cl)c2)c(=O)cc1O	1%	0%	3%	i	-19%	-2%	0.3%	-16%	0.6
CN1CCC(=NNC(=O)CN(c2ccc([N+](=O)[O-])cc2)S(=O)(=O)c2ccccc2)CC1	-20%	2%	0%	i	-12%	2%	0.0%	8%	-1.9
Cc1ccc(-n2nnnc2SCc2nc3sc(C)c(C)c3c(=O)[nH]2)cc1	-6%	-13%	-1%	i	-13%	22%	-0.4%	-7%	-4.3
O=C(NC(=S)Nc1ccccc1OC(F)F)c1ccc2c(c1)OCO2	2%	-2%	-10%	i	4%	-2%	4.2%	-8%	0.9
CCOc1ccccc1/C=N/n1c(C)nc2ccccc2c1=O	0%	0%	5%	i	6%	-4%	2.6%	1%	1.0
Brc1cccc(/C=N/Nc2nn[nH]n2)c1	0%	0%	4%	i	-13%	12%	0.2%	2%	-4.5
O=C(c1ccc(F)cc1)n1c(NCc2ccccc2)n[nH]c1=S	3%	0%	14%	i	-10%	12%	0.4%	-3%	-1.6
Cc1ccc(CNC(=O)C(=O)NCC2CCCO2)cc1 (stereo not given)	13%	0%	4%	i	.	8%	0.2%	?	-1.8
CCN(Cc1ccccc1)C(=O)COC(=O)[C@@H]1CCCN1C(=O)c1cccs1	1%	1%	5%	i	2%	-6%	3.9%	5%	1.8
O=c1c2c(-c3cccs3)csc2ncn1/N=C/c1ccccn1	4%	.	0%	i	25%	5%	3.8%	-2%	0.4
O=C(COC(=O)C1=COCCO1)Nc1cc(S(=O)(=O)N2CCCCC2)ccc1Cl	9%	-2%	-2%	i	9%	7%	-0.5%	-2%	1.3
COc1ccc(-c2ccc(CN3C(CC(C)C)C(=O)N(Cc4cn(Cc5ccco5)nn4)CCS3(=O)=O)cc2)cc1OC (stereo not given)	.	.	10%	i	.	4%	2.9%	10%	2.8
CCCS(=O)(=O)c1ncc(Cl)c(C(=O)N(Cc2ccccc2)Cc2ccco2)n1	?	.	.	.	16µM*	.	?	8.9µM*	.
O=C(Nc1ccc2ccccc2c1)N1CCN(c2ncccc2C(F)(F)F)CC1	-5%	-2%	6%	i	-23%	-4%	0.2%	0%	0.9

3 compounds already listed, arranged by SMILES length, highest first:
SMILES	A549 tox	Mm-Cpn inhibitor	EPAC2 ag	pAkt inh	Nrf2 inh	EPAC2 antagonist	Nrf2 activator	TGFb inhibitor	CCT chaperon mod
O=C(COC(=O)C1=COCCO1)Nc1cc(S(=O)(=O)N2CCCCC2)ccc1Cl	9%	-2%	-2%	i	9%	7%	-0.5%	-2%	1.3
O=C(Nc1ccc2ccccc2c1)N1CCN(c2ncccc2C(F)(F)F)CC1	-5%	-2%	6%	i	-23%	-4%	0.2%	0%	0.9
CCOc1ccccc1/C=N/n1c(C)nc2ccccc2c1=O	0%	0%	5%	i	6%	-4%	2.6%	1%	1.0

Continued:
SMILES	A549 tox	Mm-Cpn inhibitor	EPAC2 ag	pAkt inh	Nrf2 inh	EPAC2 antagonist	Nrf2 activator	TGFb inhibitor	CCT chaperon mod
COc1ccccc1N1CCN(C(CNC(=O)C(=O)NCc2ccc(C)cc2)c2cccnc2)CC1 (stereo not given)	-2%	.	.	.	28%	.	-0.5%	?	.
COc1ccc(C(CNC(=O)C2COc3ccccc3O2)N2CCCC2)cc1 (stereo not given)	-1%	-3%	3%	i	4%	15%	-0.4%	5%	-0.8
COC(=O)C1C2C=CC3(CN(CCc4ccccc4)C(=O)C13)O2 (stereo not given)	-1%	-29%	4%	i	-6%	-3%	-0.6%	2%	-1.8
COc1ccc(CN2CCNC(=O)C2CC(=O)NCCc2nc(C)c(C)s2)cc1C (stereo not given)	-7%	-3%	-3%	i	9%	3%	0.3%	13%	-1.7
O=C(NCc1ccncc1)C(=O)Nc1nc2ccccc2s1	10%	-1%	6%	i	?	8%	0.0%	-7%	2.3
O=C(OCCOCCN=C1NS(=O)(=O)c2ccccc21)c1ccccc1	0%	0%	7%	i	-1%	-2%	-0.5%	6%	-0.6
O=C(OCc1cc2ccccc2[nH]c1=O)C1CCCO1 (stereo not given)	1%	0%	7%	i	-4%	-5%	-0.2%	-4%	-2.0
COc1ccc(C#Cc2cnc3c(c2)C(=O)N([C@H](C)CO)C[C@H](C)[C@@H](CN(C)C(=O)Nc2cccc(OC)c2)O3)cc1	.	.	4%	i	.	-6%	3.6%	-2%	0.6
CC1(C)C(c2ccccc2)=NC(c2ccccc2)N1O (stereo not given)	?	1%	10%	i	-15%	-9%	?	11%	-0.7
COc1ccc(C(=O)c2sc(Nc3ccccc3)nc2N)cc1	-7%&-1%	-3%	-3%	i	?	-6%	14%&6.0%	11µM*	-2.2
Cc1ccc(C(=O)NCCN2CCCC2)cc1	-1%	2%	8%	i	.	-1%	-0.2%	-32%	-3.3
COc1cccc(-n2c(CNC(=O)OC(C)(C)C)n[nH]c2=S)c1	1%	2%	1%	i	0%	0%	-0.3%	2%	-2.4
CCc1nc2c(OCc3ccc(Cl)cc3)cccn2c1N(C=O)Cc1ccc(OC)cc1	.	.	9%	.	.	-8%	2.2%	-19%	-0.4
CCCCOc1cccc(NC(=O)CSc2nccn2C)c1	-7%	1%	-1%	i	-20%	-1%	0.5%	4%	1.9
CC(C)=Cc1oc2ccc([N+](=O)[O-])cc2c1N1CC(C)OC(C)C1 (stereo not given)	-5%	0%	6%	i	8%	?	-0.4%	1%	0.3
O=CNc1cc2c(cc1Br)-c1ccccc1C2O (stereo not given)	1%	.	5%	i	9%	0%	?	-9%	-1.9
CN(C)c1ccc(/C=C/c2cc[n+](C)cc2)cc1	21µM*	-7%	-2%	i	4.1µM*	-12%	2.9%	53%[activator]	-0.1
C=CCn1c(SCC(=O)N(C(C)CC)C2CCS(=O)(=O)C2)nc2ccccc2c1=O (stereo not given)	-8%	-2%	-2%	i	-19%	13%	-0.1%	-2%	-0.6
CC(NC(=O)COC(=O)c1cc2ccccc2cc1O)c1ccccc1 (stereo not given)	-2%	1%	7%	i	-2%	-9%	13%	?	-1.5
O=C(Nc1ccc2nc(SCC(=O)N3CCOCC3)sc2c1)c1cccc(Cl)c1	?	.	.	.	23µM*	.	-0.2%	0%	.
Cc1cccc2cc(C(c3nnnn3C(C)(C)C)N3CCN(C(=O)c4ccco4)CC3)c(=O)[nH]c12 (stereo not given)	-4%	1%	6%	i	?	8%	-0.8%	-3%	1.3
Cc1ccc(C(=O)O)cc1-c1ccc(/C=C2\SC(=O)N(CC(=O)Nc3ccccc3)C2=O)o1	0%	1%	2%	i	0%	-16%	0.2%	8%	-2.0
CCCOc1ccc([N+](=O)[O-])cc1C1NC(=S)NC(c2ccccc2)=C1C(=O)OCC (stereo not given)	-21%	0%	5%	i	?	0%	-0.3%	9%	-1.2
Cc1ccc(CN2CCC[C@]3(N[C@H](c4ccc(C(F)(F)F)cc4)[C@@H]4C(=O)N(C)C(=O)[C@@H]43)C2=O)cc1	.	.	-1%	i	.	-3%	0.1%	7%	-2.7
COc1nc(OCCNS(=O)(=O)c2ccc(C)cc2)nc(N(C)C)n1	0%	-2%	-1%	i	1%	11%	-0.1%	4%	1.7
CSc1nsc(SC)c1NC(=O)OCC1CCCO1 (stereo not given)	-3%	0%	1%	i	.	15%	-0.9%	?	0.1
CCOC(=O)Nc1ccc2c(c1)N(C(=O)N(C)C)c1ccccc1CC2	2%	2%	9%	i	-21%	-3%	4.7%	-13%	-2.6
COc1ccc(S(=O)(=O)n2nc(-c3ccco3)nc2NCc2ccc(C(C)C)cc2)cc1	-3%	.	.	.	-7%	.	0.6%	-5%	.
COc1ccc(C(=O)CN(C(=O)c2ccc(Cl)cc2)N2C(=O)c3ccccc3C2=O)cc1	-16%	-1%	12%	i	18%	-4%	0.5%	4%	-1.8
CCCNC(=O)OCc1cccnc1Sc1ccc(C)cc1	-8%	1%	4%	i	20%	?	2.4%	19%	-1.0
O=c1c2cc(Cl)ccc2nc(-c2ccc(Cl)c(Cl)c2)n1O	-29%	0%	10%	i	?	-9%	0.8%	?	0.5
O=C(OCC(=O)N1CCOCC1)c1cc(-c2ccccc2)nc2ccccc12	3%	-1%	3%	i	19%	10%	-0.2%	-3%	-1.0
CCc1ccc(CNC(=O)C2CCN(c3nn4cc(-c5ccc(OC)cc5)nc4s3)CC2)cc1	-5%	.	.	.	?	.	0.3%	0%	.

This is a subset (hit frequency here may not be typical).
